Source: PubChem BioAssay
LGR2 antag: inhibitors of bursicon-induced Drosophila LGR2 receptor cAMP signaling; hit rate 0.35% among 380,000; inhibition, % at 9.99 µM; HEK293 LGR2, CRE-luciferase, bursicon-stimulated, 4 h;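 active = drop in luminescence signal, shown as inhibition above about 50% in the replicate tests, limit read from the data, passing the limit was not always enough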;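 note: agonist challenge used bursicon conditioned medium at about half maximal strength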
Casp6 inh: caspase-6 (human) enzyme inhibition | inhibition, % at 12.5 µM | purified caspase-6, Z-VEID-R110 cleavage fluorescence | P55212 | AID 686996 | hit rate 0.53% among 350,000;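 active = mean inhibition across replicates at least about 35%, with every replicate also reaching that limit, limit read from the data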;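 note: 0% = median of neutral control wells and 100% = no fluorescence left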
Target sequence (P55212 24-179 limits assumed): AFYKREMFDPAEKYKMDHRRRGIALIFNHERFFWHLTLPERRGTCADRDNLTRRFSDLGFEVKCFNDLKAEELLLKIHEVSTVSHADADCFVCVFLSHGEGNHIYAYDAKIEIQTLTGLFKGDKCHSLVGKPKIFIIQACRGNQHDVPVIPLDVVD
Target sequence (P55212 194-293 limits assumed): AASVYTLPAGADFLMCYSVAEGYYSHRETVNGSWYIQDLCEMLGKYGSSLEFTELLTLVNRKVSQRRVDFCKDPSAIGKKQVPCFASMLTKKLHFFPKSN
FN deposition inh: fibronectin deposition inhibition | AH1F fibroblasts, Alexa488-fibronectin deposition fluorescence, overnight | inhibition, % at 12.6 µM | hit rate 0.086% among 350,000 | AID 743247;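 active = mean inhibition across replicates of 30% or more, regardless of how many single replicates reach that level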;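 note: positive control wells lacked labelled fibronectin entirely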
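Material: AH1F fibroblast monolayer depositing Alexa488-labelled fibronectin into matrix | Input: 10000 AH1F cells/well | Medium: DMEM plus 2% serum, read in PBS | Reagent: Alexa488-fibronectin, 24 nM final in well | Compound dosing: One dose per compound, pinned | Schedule: 1 h adhesion, overnight exposure | Measured by: Fluorescence at 485 nm excitation, 525 nm emission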
SIRT5 inh: blocks human SIRT5 desuccinylation of peptide. Q9NXA8. Purified SirT5, succinyl-peptide AMC, trypsin-coupled fluorescence. inhibition, % at 15 µM. hit rate 1.1% among 330,000; in the data active = inhibition above about 15%
Target sequence (Q9NXA8 whole entry, looked up): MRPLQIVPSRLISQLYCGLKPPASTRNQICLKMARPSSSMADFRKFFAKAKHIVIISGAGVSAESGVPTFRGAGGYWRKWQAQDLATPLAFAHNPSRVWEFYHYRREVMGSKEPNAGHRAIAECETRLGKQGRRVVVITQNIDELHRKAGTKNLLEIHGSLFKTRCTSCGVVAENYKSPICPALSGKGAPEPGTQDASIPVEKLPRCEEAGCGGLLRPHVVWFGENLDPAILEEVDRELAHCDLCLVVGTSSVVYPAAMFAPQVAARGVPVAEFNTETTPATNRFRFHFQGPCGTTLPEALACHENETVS
esBAF inh: blocks esBAF chromatin remodeling in mouse ES cells | Bmi1-luciferase knock-in reporter, 24 h; 100% = twice the neutral-well signal | reporter increase, % at 12.5 µM | hit rate 2% among 350,000 | AID 602393; in the data active = activation above about 40%;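 note: 0% = median of the plate's neutral control wells and 100% = double that signal; a rise in the Bmi1 reporter signal indicates esBAF inhibition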
S100A4 inh HTS: blocks human S100A4 binding to myosin IIA peptide; AID 652163; inhibition, % at 10.7 µM; hit rate 0.14% among 360,000; P26447; S100A4/TAMRA-MyoIIA peptide fluorescence polarization;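 active = mean inhibition of at least 70% across replicates, with every replicate also reaching that level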
Target sequence (P26447 whole entry, looked up): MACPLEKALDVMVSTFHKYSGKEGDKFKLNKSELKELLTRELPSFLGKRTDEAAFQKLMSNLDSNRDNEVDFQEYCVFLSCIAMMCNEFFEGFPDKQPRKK
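incubation = readout 5 min after mixing, signal stable up to 60 min | system = S100A4 monomer protein | buffer or medium = HEPES pH 7.2 with CaCl2, KCl, NaCl, DTT, Triton | benchmarks = neutral control DMSO, positive control TFP | also added = fluorescent myosin IIA peptide, 5 nM | compound dosing = one concentration per compound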
Statin myotox sup: suppressors of simvastatin-induced myotoxicity in C2C12 myotubes; ATP luminescence, 48 h; scaled: DMSO 0, geranylgeraniol control 100; rescue of ATP level, % at 7.49 µM; hit rate 0.78% among 330,000; AID 602340;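 active = mean ATP rescue above about 67%, or every replicate alone reaching that limit, limit read from the data, passing the limit was not always enough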;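 note: myotubes were challenged with 10 µM simvastatin during compound exposure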
* marks the source's active call; other numbers are inactive results; . = no result given; & = joins results of further samples. Not all compounds are listed (hit frequency here may not be typical).

1: COc1ccc2c3c([nH]c2c1)[C@H](CO)N(C(=O)C1CCCCC1)CC31CCN(C)CC1
2: Cc1ccc(NC(=O)CN2C(=O)/C(=C3\SC(=S)N(C4CCS(=O)(=O)C4)C3=O)c3ccccc32)cc1 (configuration not stated)
3: O=C(NCc1cccc(Br)c1)C1CC(c2ccccc2C(F)(F)F)=NO1 (configuration not stated)
4: O=C(CS(=O)(=O)c1ccccc1)Nc1nc(-c2ccc(F)cc2)cs1
5: COc1ccc(N2CCN(Cc3ccc(Br)s3)CC2)cc1
6: COc1ccc(N2CCN(c3ccc(C(N)=O)cc3[N+](=O)[O-])CC2)cc1
7: CCOc1ccc(S(=O)(=O)Nc2ccccc2C(=O)N(C)C2CCN(C)CC2)cc1
8: C[C@H]1CN([C@@H](C)CO)C(=O)c2cc(NS(=O)(=O)c3cn(C)cn3)ccc2O[C@@H]1CN(C)C(=O)Nc1ccc(F)cc1
Assay by compound | 1 | 2 | 3 | 4 | 5 | 6 | 7 | 8
LGR2 antag | 5 | -6 | 5 | 8 | -9 | 2 | -4 | 8
Casp6 inh | 0 | -2 | . | 2 | . | -5 | -3 | .
FN deposition inh | . | -8 | 3 | 1 | . | -6 | 5 | .
SIRT5 inh | -8 | 0 | . | 7 | . | 2 | -2 | .
esBAF inh | . | 3 | -5 | 10 | -10 | -5 | -8 | -1
S100A4 inh HTS | 0 | 3 | . | 2 | . | -5 | 22 | .
Statin myotox sup | . | 12 | -16 | 1 | -20 | -13 | 19 | 5

9: COc1cc(OC)cc(C(=O)N=c2sc3ccccc3n2C)c1
10: Oc1[nH]c2ccccc2c1N=Nc1ncnc2c1oc1ccccc12
11: CO[C@H]1CN(C)C(=O)c2cc(C#N)ccc2OC[C@@H]2O[C@H](CC[C@H]2OC)CCN(C)C(=O)[C@H]1C
12: O=C(C[C@@H]1C=C[C@@H](NC(=O)CC2CC2)[C@@H](CO)O1)NCc1ccc(-c2ccccc2)cc1
13: COc1ccc2c(c1OC)C(=O)N(c1ccc(C)c(C)c1)C2=O
14: NS(=O)(=O)c1cc(Cl)c(Cl)c(S(N)(=O)=O)c1
15: O=C(C[C@H]1CC[C@@H](NC(=O)NC2CCCCC2)[C@@H](CO)O1)NCc1ccc(F)cc1
16: CSCCC(NC(=O)COc1ccccc1)C(=O)O (configuration not stated)
Assay by compound | 9 | 10 | 11 | 12 | 13 | 14 | 15 | 16
LGR2 antag | -122 | -4 | 8 | -8 | . | . | 3 | 9
Casp6 inh | -5 | -3 | -19 | 3 | . | -4 | -1 | 4
FN deposition inh | 1 | -4 | -6 | -1 | -8 | 3 | -7 | 2
SIRT5 inh | -3 | -1 | 1 | 1 | . | 2 | 2 | 13
esBAF inh | . | . | -3 | 4 | 36 | 7 | 0 | 4
S100A4 inh HTS | 3 | -3 | -3 | 4 | . | -1 | -1 | -3
Statin myotox sup | . | . | -2 | 11 | -12 | 3 | 7 | -3

17: CCC(Oc1ccccc1)C(=O)NCc1cccnc1 (configuration not stated)
18: CCOc1ccc(CCNC(=O)CSC(=S)N2CCCC2)cc1OCC
19: O=C(Nc1nc2ccccc2s1)c1cc(-c2ccco2)nc2ccccc12
20: CC1(C)C(=O)Nc2ccccc2N1C(=O)COC(=O)c1cccs1
21: O=C(C[C@@H]1C[C@H]2c3cc(NS(=O)(=O)c4ccc(F)cc4)ccc3O[C@H]2[C@@H](CO)O1)N1CCc2ccccc2C1
22: O=C(O)CC(NNC(=O)c1ccccc1)C(=O)Nc1ccc([N+](=O)[O-])cc1 (configuration not stated)
23: O=C(N[C@@H]1CC[C@@H](CCn2cc(-c3ccccn3)nn2)O[C@H]1CO)c1ccncc1
24: Cc1ccc(C)c(S(=O)(=O)N2CCCOC2CNC(=O)C(=O)NCc2ccncc2)c1 (configuration not stated)
Assay by compound | 17 | 18 | 19 | 20 | 21 | 22 | 23 | 24
LGR2 antag | . | 15 | -1 | -23 | -15 | -10 | -15 | -13
Casp6 inh | . | 0 | 1 | 10 | -3 | 0 | 0 | 1
FN deposition inh | 7 | 5 | -14 | -6 | -16 | -5 | -16 | .
SIRT5 inh | . | -2 | -3 | . | 4 | 1 | 0 | -3
esBAF inh | 3 | 5 | . | -5 | 0 | . | 4 | .
S100A4 inh HTS | . | -2 | -1 | 1 | 2 | -9 | 12 | -4
Statin myotox sup | 5 | 9 | . | -1 | 5 | . | 1 | .

Fetched by structure from above, two records:
4: O=C(CS(=O)(=O)c1ccccc1)Nc1nc(-c2ccc(F)cc2)cs1
14: NS(=O)(=O)c1cc(Cl)c(Cl)c(S(N)(=O)=O)c1
Assay by compound | 4 | 14
LGR2 antag | 8 | .
Casp6 inh | 2 | -4
FN deposition inh | 1 | 3
SIRT5 inh | 7 | 2
esBAF inh | 10 | 7
S100A4 inh HTS | 2 | -1
Statin myotox sup | 1 | 3

Continued.
25: CC1CCN(S(=O)(=O)c2ccc3nc(-c4ccccn4)cc(C(=O)NCCN(C)Cc4ccccc4)c3c2)CC1
26: CCOc1ccc(S(=O)(=O)NCCC(=O)NCC(c2ccccc2OC)N2CCCC2)cc1 (configuration not stated)
27: NC(=O)CC(NC(=O)c1cccc(Br)c1)c1ccc(NCC2CC2)c([N+](=O)[O-])c1 (configuration not stated)
28: O=C(C[C@H]1C=C[C@H](NC(=O)Nc2cc(F)ccc2F)[C@@H](CO)O1)Nc1ccc(-c2ccccc2)cc1
29: Cc1ccc(S(=O)(=O)N2CCN(CCNC(=O)C(=O)Nc3ccc(F)cc3)CC2)cc1
30: CCCNC(=O)c1oc2ccc3c(c2c1C)C=CC(C)(C)O3
31: OC[C@@H]1[C@@H](c2ccc(Br)cc2)[C@H]2CN(Cc3ccccn3)CCCCN12
32: COc1ccc(C2CC(c3ccccc3)=NN2c2ccccc2)c(C(=O)O)c1OC (configuration not stated)
Assay by compound | 25 | 26 | 27 | 28 | 29 | 30 | 31 | 32
LGR2 antag | 6 | 7 | . | -30 | 3 | . | -12 | 4
Casp6 inh | -5 | -2 | -6 | -4 | 5 | 3 | 1 | 2
FN deposition inh | 9 | 0 | -5 | 1 | 8 | 4 | . | 3
SIRT5 inh | -2 | -1 | -1 | 1 | -1 | 0 | -1 | -1
esBAF inh | . | 1 | -10 | 10 | 1 | 56* | 8 | -2
S100A4 inh HTS | -3 | -3 | -2 | 4 | -6 | 3 | -9 | -1
Statin myotox sup | . | -16 | 3 | -23 | -6 | -13 | -5 | 12

33: CC(C)C(=O)Nc1nnc(S(=O)(=O)N(C)c2ccc(Cl)cc2)s1
34: CC(=O)Nc1cccc(NC(=O)c2csc(C)c2)c1
35: CCN(CC)CCCN(C(=O)c1cccc(C)c1)c1nc(-c2ccc(OC)cc2)cs1
36: O=C(CCN1C(=O)/C(=C\c2ccccc2)SC1=S)NNC(=O)c1ccncc1
37: CC1CCCN(CCCNC(=O)CN2C(=O)CSc3ccc(S(=O)(=O)N4CCOCC4)cc32)C1 (configuration not stated)
38: CC(C)Cc1nnc(NC(=O)CCC(=O)N2CCCCC2)s1
39: Cn1c(Cc2ccccc2)nnc1SCC(=O)NC1CC1
40: Cn1c(=O)c2[nH]c(C3CCCC3)nc2n(C)c1=O
Assay by compound | 33 | 34 | 35 | 36 | 37 | 38 | 39 | 40
LGR2 antag | 0 | -4 | . | 28 | 3 | 6 | -3 | 6
Casp6 inh | -3 | -4 | -36 | 1 | -6 | 1 | -1 | 2
FN deposition inh | 2 | 6 | 6 | 1 | 1 | -31 | -5 | 12
SIRT5 inh | -2 | 0 | -3 | 2 | -3 | 2 | -5 | 0
esBAF inh | -6 | . | -4 | . | 6 | 5 | 1 | 6
S100A4 inh HTS | -1 | 3 | 6 | 3 | 1 | 9 | -1 | 2
Statin myotox sup | 8 | . | 11 | . | -4 | -1 | 15 | 3

41: CC(C)CN(C(=O)/C=C/c1nc2ccccc2s1)C1CCS(=O)(=O)C1 (configuration not stated)
42: CC12C=CC(=O)C=C1CCC1C2C(O)CC2(C)C1CCC2(O)C(=O)CO (configuration not stated)
43: C[C@H]1CN([C@@H](C)CO)C(=O)CCCn2nncc2CO[C@H]1CN(C)C(=O)Nc1ccnc(N2CCOCC2)c1
44: CC(=O)c1ccc(S(=O)(=O)N2CCC(c3nnc(SCCN4CCCC4)n3C)CC2)cc1
45: COc1ccccc1S(=O)(=O)N1CC[C@@H]2[C@H]1c1cc(-c3ccccc3)ccc1N(C)[C@H]2CO
46: Cc1nc2sc(C(=O)c3ccccc3)c(N)c2c(C)c1C
47: S=C(NCc1ccccc1)C(=S)NCc1ccccc1
48: Cc1ccccc1C(=O)NC1CC2CCCC(C1)N2Cc1ccc(Cl)cc1 (configuration not stated)
Assay by compound | 41 | 42 | 43 | 44 | 45 | 46 | 47 | 48
LGR2 antag | -3 | 7 | -4 | -6 | 16 | . | -18 | -9
Casp6 inh | 5 | -3 | -4&-2 | -17 | -1 | 1 | 1 | -4
FN deposition inh | . | 1 | 5&6 | -7 | 1 | 6 | 23 | 6
SIRT5 inh | -2 | -1 | 2&1 | 1 | 2 | -7 | 5 | 0
esBAF inh | . | -9 | -2&0 | 0 | -2 | . | 9 | 4
S100A4 inh HTS | -2 | -1 | -1&-2 | 0 | -2 | 1 | -3 | -3
Statin myotox sup | -18 | -2 | -1&-25 | 24 | -20 | . | 6 | 19

Part of the list above, reformatted.
42. CC12C=CC(=O)C=C1CCC1C2C(O)CC2(C)C1CCC2(O)C(=O)CO (configuration not stated)
  LGR2 antag: 7 | Casp6 inh: -3 | FN deposition inh: 1 | SIRT5 inh: -1 | esBAF inh: -9 | S100A4 inh HTS: -1 | Statin myotox sup: -2

43. C[C@H]1CN([C@@H](C)CO)C(=O)CCCn2nncc2CO[C@H]1CN(C)C(=O)Nc1ccnc(N2CCOCC2)c1
  LGR2 antag: -4 | Casp6 inh: -4&-2 | FN deposition inh: 5&6 | SIRT5 inh: 2&1 | esBAF inh: -2&0 | S100A4 inh HTS: -1&-2 | Statin myotox sup: -1&-25

48. Cc1ccccc1C(=O)NC1CC2CCCC(C1)N2Cc1ccc(Cl)cc1 (configuration not stated)
  LGR2 antag: -9 | Casp6 inh: -4 | FN deposition inh: 6 | SIRT5 inh: 0 | esBAF inh: 4 | S100A4 inh HTS: -3 | Statin myotox sup: 19

46. Cc1nc2sc(C(=O)c3ccccc3)c(N)c2c(C)c1C
  LGR2 antag: . | Casp6 inh: 1 | FN deposition inh: 6 | SIRT5 inh: -7 | esBAF inh: . | S100A4 inh HTS: 1 | Statin myotox sup: .

(next part)
49: O=C1N[C@H](Cc2ccccc2)COCc2cn(nn2)CC[C@H]1Cc1ccccc1
50: COC(=O)c1c(NC(=O)c2c(Cl)cnn2C)sc(C)c1C
51: COc1cccc(C(C(=O)NC2CCCC2)N(C(=O)c2ccco2)c2ccc(C(C)=O)cc2)c1OC (configuration not stated)
52: Cc1cc(C(=O)NCc2ccc(F)cc2)n(-c2ccccc2)n1
53: NC1=NC2CS(=O)(=O)CC2S1 (configuration not stated)
54: COc1ccc(C)cc1S(=O)(=O)N(CC(=O)O)c1ccccc1
55: COc1ccc(NC(=O)COC(=O)c2ccc(N3CCCC3=O)cc2)cc1OC
56: COCCn1c(SCC(=O)Nc2ccccc2OC)nc2ccccc21
Assay by compound | 49 | 50 | 51 | 52 | 53 | 54 | 55 | 56
LGR2 antag | 5 | -5 | -18 | 5 | -11 | 1 | -1 | 2
Casp6 inh | -4 | -5 | 3 | 1 | 1 | 2 | -2 | 2
FN deposition inh | -10 | -3 | 2 | 4 | 1 | . | 1 | -5
SIRT5 inh | 2 | 0 | . | -4 | 0 | -2 | 1 | 3
esBAF inh | . | . | 0 | -15 | 3 | -9 | -1 | .
S100A4 inh HTS | -1 | -1 | -1 | -10 | 4 | -1 | 3 | -2
Statin myotox sup | . | . | 2 | 12 | 3 | 2 | -3 | .
